# PKA-R2B act – PKA-R2B complex activation; P22694+P31323; PKA-R2B holoenzyme dissociation, Cy5-IP20 fluorescence polarization; R2B truncated from residue 108, S112A mutant; 0% DMSO only, 100% 113 µM cGMP; activation, % at 11.4 µM; 340,000 tested, 0.079% active;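 active = activation above a cutoff set at the mean over all compounds plus 3 SD, cut at about 18% in these data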;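 note: higher means more holoenzyme dissociation and a rise in polarization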
# cardiac RTF act – increases calcium sensitivity of human cardiac regulated thin filaments. P19429+P45379. activation, % at 7.2 µM. 340,000 tested, 0.24% active. IANBD-labeled TnC RTF fluorescence at EC20 calcium; 0% EC20 calcium, 100% full calcium;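 active = activation above the mean over all tested compounds plus 3 SD, cut at about 30% in these data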;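 note: rise in fluorescence read as greater calcium sensitivity of cardiac thin filaments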
# SR-BI DiI-HDL act – enhances SR-BI lipid uptake from DiI-HDL | CHO ldlA[mSR-BI] cells, DiI-HDL uptake fluorescence, 3 h; 100 = double the neutral-control signal | activation, % at 12.5 µM | 320,000 tested, 0.096% active | AID 504775;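 active = mean replicate activation of at least 60% and every replicate at or above 60%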;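 note: 0% = median plate neutral-control signal and 100% = twice that signal; values of inactives mirror those of a sister screen read the other way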
#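 Test system: SR-BI-overexpressing, LDLR-lacking CHO cells. Measured by: DiI fluorescence, bottom read. Medium: Ham's F12 with 0.5% BSA, HEPES 25 mM, pH 7.4. Timing: 3 h uptake period with compound, 37 °C.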
# Rtt109 HAT inh – C. albicans Rtt109 histone acetyltransferase inhibition. Q5AAJ8. purified Rtt109/Vps75, ThioGlo CoA-SH fluorescence, 4 h. inhibition, % at 34.9 µM. 330,000 tested, 0.16% active;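 active = inhibition of at least 50% in every replicate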
# Target sequence (Q5AAJ8 whole entry, looked up): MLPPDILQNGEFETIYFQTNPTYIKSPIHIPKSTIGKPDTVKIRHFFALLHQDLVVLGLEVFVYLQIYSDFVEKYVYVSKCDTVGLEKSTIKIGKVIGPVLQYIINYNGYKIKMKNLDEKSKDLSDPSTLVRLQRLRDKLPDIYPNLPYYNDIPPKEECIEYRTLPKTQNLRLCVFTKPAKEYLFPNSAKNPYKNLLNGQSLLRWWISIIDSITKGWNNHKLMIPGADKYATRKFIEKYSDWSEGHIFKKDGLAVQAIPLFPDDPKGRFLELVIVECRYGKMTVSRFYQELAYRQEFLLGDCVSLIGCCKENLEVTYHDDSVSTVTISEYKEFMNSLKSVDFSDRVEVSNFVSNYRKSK
# DAGLB inh – blocks human DAGLB lipase activity; HEK293T DAGLB membrane lysate, EnzChek fluorogenic substrate; inhibition, % at 5.17 µM; 340,000 tested, 0.059% active; AID 504411; in the data active = inhibition above about 34%;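 note: 0% = enzyme with vehicle and 100% = wells lacking enzyme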
# Target sequence (Q8NCG7 whole entry, looked up): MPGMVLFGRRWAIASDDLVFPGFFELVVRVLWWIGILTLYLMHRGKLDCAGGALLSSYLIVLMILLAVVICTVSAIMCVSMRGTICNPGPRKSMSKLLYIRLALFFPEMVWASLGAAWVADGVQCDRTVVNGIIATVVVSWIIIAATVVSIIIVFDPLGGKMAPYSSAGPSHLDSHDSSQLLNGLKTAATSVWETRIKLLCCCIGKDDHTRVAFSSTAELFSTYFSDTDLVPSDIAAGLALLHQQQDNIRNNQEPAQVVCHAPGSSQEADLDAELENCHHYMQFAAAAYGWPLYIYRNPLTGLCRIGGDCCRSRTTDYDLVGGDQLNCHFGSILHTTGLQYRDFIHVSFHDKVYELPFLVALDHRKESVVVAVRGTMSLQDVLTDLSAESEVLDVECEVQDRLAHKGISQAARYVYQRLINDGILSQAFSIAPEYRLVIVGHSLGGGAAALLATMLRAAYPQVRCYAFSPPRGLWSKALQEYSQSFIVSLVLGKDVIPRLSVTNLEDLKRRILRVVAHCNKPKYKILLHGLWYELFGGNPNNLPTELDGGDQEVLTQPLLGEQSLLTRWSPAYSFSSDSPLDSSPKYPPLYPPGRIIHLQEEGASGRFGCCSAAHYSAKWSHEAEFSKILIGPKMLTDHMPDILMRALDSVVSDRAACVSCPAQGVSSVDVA
# CAL PDZ FP-1 – blocks peptide binding to the human CAL PDZ domain; purified CAL PDZ, TMR-peptide fluorescence polarization, 1 h; AID 602252; Q9HD26; 300,000 tested, 0.92% active; inhibition, % at 24.9 µM;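 active = mean inhibition of at least 30% with at least half of replicates also reaching 30%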;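 note: 0% = DMSO neutral control and 100% = excess unlabeled competitor peptide PRC23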
# C-LANA FP – KSHV C-LANA DNA binding inhibition; MBP-C-LANA/FAM-LBS DNA binding, fluorescence polarization; inhibition, % at 9 µM; 340,000 tested, 0.078% active;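 active = highest replicate inhibition at or above 60% at 9 µM, even if other replicates fall short; inactive = all replicates below 60% inhibition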;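 note: 0% = neutral control wells and 100% = 4 µM acridine orange control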
# RTF Ca sens inh – cardiac RTF calcium desensitization; P19429+P45379; inhibition, % at 7.15 µM; 340,000 tested, 0.12% active; IANBD-labeled cardiac RTF, Ca2+ fluorescence;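 active = inhibition above the mean inhibition of all tested compounds plus 3 SD, cut at about 17% in these data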;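 note: assay run at fixed EC70 calcium of 1.6 mM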
# Keap1 Nrf2 FP – disrupts human Keap1 binding to Nrf2 peptide; Q14145; Keap1 Kelch-Nrf2 peptide fluorescence polarization, 1536-well; inhibition, % at 9.4 µM; 340,000 tested, 0.15% active; AID 504523; in the data active = inhibition above about 12%;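 note: human Keap1 Kelch domain with fluorescein labeled Nrf2 9mer peptide probe; 0% = neutral control wells and 100% = peptide positive control; higher means more block of Keap1 binding to Nrf2 peptide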
# CAL PDZ FP-2 – blocks peptide binding to human CAL PDZ domain; Q9HD26; purified CAL PDZ, TMR-peptide fluorescence polarization, 1 h; inhibition, % at 20 µM; 330,000 tested, 0.02% active; AID 504414;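 active = highest replicate inhibition of at least 40%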;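 note: plate controls were DMSO neutral control wells for no effect and unlabeled competitor peptide control wells for full effect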
#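 Test system: purified CerCALP PDZ construct; Compound dosing: one concentration, 20 µM compound; Also added: TMR-labelled reporter peptide T*-PRC34 bound in PDZ groove; Read-out: inhibition from polarization loss; Controls: unlabelled peptide and DMSO controls; Signal: FP readout, S and P plane fluorescence; Incubation: 1 h at RT.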
# * hit, by the source's call; / = no result given.
SMILES,PKA-R2B act,cardiac RTF act,SR-BI DiI-HDL act,Rtt109 HAT inh,DAGLB inh,CAL PDZ FP-1,C-LANA FP,RTF Ca sens inh,Keap1 Nrf2 FP,CAL PDZ FP-2
CCC(Sc1nc2ccccc2o1)C(=O)O (stereo not drawn),-5,-4,-7,-4,1,/,-0.1,3,0,-0.8
CCOC(=O)C(CC(=O)O)NCc1ccco1 (stereo not drawn),1,-4,/,-1,-2,1,-1.0,-3,3,-0.6
Cc1nn(CC(=O)Nc2ccc3c(c2)nc2n3CCOC2)c(=O)c2ccccc12,2,-2,11,3,1,/,0.3,-11,3,-3.0
O=C(NC1CCCC1)C(c1ccncc1)N(C(=O)c1csnn1)c1ccc(F)cc1 (stereo not drawn),-6,-4,8,-2,1,3,-0.9,15,6,-2.1
O=C(NCc1ccncc1)C(=O)Nc1nc(C23CC4CC(CC(C4)C2)C3)cs1,-8,-5,27,7,8,-7,0.9,-11,-6,-0.3
Cn1c(SCC(=O)Nc2ccc(Br)cc2)nc(O)cc1=O,-6,4,1,2,-4,-6,0.6,-7,-3,0.7
CC(C)(C)c1ccc(C(=O)NNC(=O)Cc2cccc3ccccc23)cc1,-2,3,-8,/,-10,-3,1.3,-5,-3,-2.9
COc1ccc(OC)c(/C=N\NC(=O)CSc2nnc(CCCc3ccc(OC)c(C)c3)o2)c1,-6,-3,-52,-4,-6,-5,1.3,0,-1,-0.7
COc1ccc2c(c1)CCC1C2=NN(/C(C)=C/C(C)=O)C1c1cccc(F)c1 (stereo not drawn),-5,8,-26,6,-7,0,0.0,0,-3,-0.2
COc1ccc(CCN2CN(S(=O)(=O)c3ccc(C)cc3)c3nc4ccccc4nc32)cc1OC,1,-3,21,0,0,-4,-0.6,-6,-1,-1.2
CN(Cc1ccccc1)c1nnc(N)s1,-8,2,3,1,-1,/,-1.9,-6,-1,-0.1
Cc1ccccc1OCC(=O)N/N=C/c1cccc2cccnc12,1,-3,10,7,-3,/,-3.0,-5,0,-1.6
CN(C)/N=C/C=C1\CC/C(=C\c2ccc(Br)cc2)C1=O,-2,1,7,-9,7,49*,-0.4,-8,-10,-0.6
Cc1c(C(=O)NCc2nnc(-c3ccccc3)o2)oc2c(F)cccc12,0,1,7,2,-10,-5,-0.9,-2,-1,-1.0
Cc1ccc(C)c(NC(=O)C2CC(=O)N(C3CCCCC3)C2)c1 (stereo not drawn),0,-6,/,-12,-3,-3,0.1,-5,-1,-2.3
O=S(=O)(c1ccc(Cl)s1)N1CCCCC1,-4,-1,-1,-4,-2,-2,1.4,-5,4,-0.2
CCOC(=O)N1CCN(S(=O)(=O)c2ccc(C(=O)N(CCCN(C)C)c3nc4c(F)cc(F)cc4s3)cc2)CC1,-11,-5,22,-6,0,/,-0.8,-3,2,-0.8
Cc1onc(-c2ccccc2Cl)c1C(=O)N1CCc2ccccc2C1,-8,5,-3,-6,1,-2,1.4,-4,3,-2.5
Cc1ccc(NC(=O)CCc2c(C)nn(-c3ccc(N4CCCCC4)nn3)c2C)cc1,3,-2,-44,7,-3,-2,-0.2,-5,-1,-2.2
Cc1cc(CSc2ccccc2)ccc1NC(=O)c1ccc(C)c([N+](=O)[O-])c1,4,-9,1,0,-2,1,0.5,-6,4,-2.3
[O-]C1=N/[N+](=C/c2ccc(Cl)cc2)CC1,8,4,14,-2,-6,-5,-0.6,5,-1,0.1
Cc1ccc(S(=O)(=O)N2CCC(=O)N(CCOCc3ccccc3C)CC2)cc1,-7,-3,9,-4,2,-5,0.5,-4,-8,0.5
Cc1ccc(N2C(=O)C(CN(C)C)C2c2ccccc2)cc1 (stereo not drawn),-14,6,5,9,0,-3,-2.0,-14,-1,-1.0
CC(=O)Nc1ccc(S(=O)(=O)N2CCN(c3cc(C)ccc3C)CC2)cc1,-11,9,-7,-4,-1,/,-0.6,-5,-3,-0.7
N#Cc1ccc(OCC(=O)Nc2ccc(N3CCCC3)cc2)cc1,5,-2,-63,1,2,-6,0.2,-7,-6,0.4
CN(C)c1ccc(C=NC(CO)C(O)c2ccc([N+](=O)[O-])cc2)cc1 (stereo not drawn),0,4,-1,-17,3,-11,-1.9,1,-1,0.8
CC(C)(C)N=C1NN=C(c2ccc(Cl)cc2)CS1,-14,1,-7,15,-9,-3,1.8,-4,-4,0.3
COc1ccc(Cc2nnc(NCCO)[nH]c2=O)cc1,6,3,19,18,0,-2,-0.7,0,-2,-2.6
Cc1c(NS(=O)(=O)c2cccc(C(=O)N3CCC(C(N)=O)CC3)c2)c(=O)n(-c2ccccc2)n1C,-5,1,13,13,0,/,-0.1,-3,-3,1.5
CCC(C)NC(=O)CSc1n[nH]c(=O)n1CCc1ccccc1 (stereo not drawn),-4,-2,5,0,0,-4,1.5,4,1,-3.0
COc1ccc(C(=O)Nc2cccnc2)cc1OC,-1,2,-11,-2,2,2,-0.8,-7,-6,0.2
Cc1ccc(CNC(=O)CN2CCN(c3ccc(F)cc3)CC2)cc1,-9,1,10,2,1,-2,-2.2,-1,-1,-0.7
COc1ccccc1C(=O)N/C(=C\c1ccc2c(c1)OCO2)C(=O)NCCc1nc2ccccc2[nH]1,-12,7,/,-1,1,-2,-0.8,4,-5,-0.6
COc1cc(C(=O)OCC(=O)N2CC(C)OC(C)C2)cc(OC)c1OC (stereo not drawn),-1,-12,-3,-2,-1,-6,0.6,-15,4,-0.2
O=C(Nc1nnc(Cc2ccccc2)s1)c1cccnc1,-13,9,3,0,-1,1,-0.5,-3,-1,-0.5
CC(=O)OC(C)C(=O)NS(=O)(=O)c1ccc(C)cc1 (stereo not drawn),-4,0,8,28,-2,2,-0.6,-10,0,-2.0
COC(=O)c1ccc(SCC(=O)NCc2ccccc2)c([N+](=O)[O-])c1,-2,1,29,12,-4,-8,-0.4,-4,-6,0.2
Cc1nc2ccc(NC(=O)c3ccco3)cc2s1,2,2,17,2,-1,3,-0.3,-11,-3,-1.0
O=C(NC1CCCCC1)C(c1ccccn1)N(C(=O)c1csnn1)C1CC1 (stereo not drawn),/,/,3,-3,/,-6,-0.1,/,1,-0.6
CCc1nonc1NC(=O)c1oc2ccccc2c1C,-12,0,18,11,0,-3,0.1,1,2,-3.2

# Part of the list above in order of formula weight, rising:
SMILES,PKA-R2B act,cardiac RTF act,SR-BI DiI-HDL act,Rtt109 HAT inh,DAGLB inh,CAL PDZ FP-1,C-LANA FP,RTF Ca sens inh,Keap1 Nrf2 FP,CAL PDZ FP-2
COc1ccc(C(=O)Nc2cccnc2)cc1OC,-1,2,-11,-2,2,2,-0.8,-7,-6,0.2
CCc1nonc1NC(=O)c1oc2ccccc2c1C,-12,0,18,11,0,-3,0.1,1,2,-3.2
O=C(Nc1nnc(Cc2ccccc2)s1)c1cccnc1,-13,9,3,0,-1,1,-0.5,-3,-1,-0.5

# Next section.
SMILES,PKA-R2B act,cardiac RTF act,SR-BI DiI-HDL act,Rtt109 HAT inh,DAGLB inh,CAL PDZ FP-1,C-LANA FP,RTF Ca sens inh,Keap1 Nrf2 FP,CAL PDZ FP-2
Cc1cccn2c(=O)nc(SCC(=O)c3ccc(Cl)cc3)nc12,-3,6,3,4,-2,-2,1.6,-9,-6,-1.8
CC(C)NC(=O)Cc1ccc(Br)cc1,4,-3,28,-3,-1,-1,1.1,4,-5,-1.3
O=C(/C=C/c1ccccc1)n1cnnc1SC/C=C/c1ccccc1,5,4,20,2,0,2,-1.7,-39,-6,-3.7
Cc1nc(C)c(C(=O)NNC(=O)Nc2ccc(Cl)cc2)s1,/,/,3,0,/,/,4.8,/,4,-0.1
COC(=O)[C@]1(Cc2ccccc2)N[C@H](CN(C)S(=O)(=O)c2ccc(F)cc2)[C@@H]2C(=O)N(Cc3ccccc3)C(=O)[C@@H]21,1,11,8,3,-4,-4,-0.6,4,3,1.0
Cc1nnc(SCC(=O)Nc2ccc(Oc3ccccc3)cc2)n1N,-3,1,-4,2,-2,/,-1.1,-9,3,-0.4
N#Cc1ccsc1NC(=O)CN1CCN(S(=O)(=O)c2ccccc2C(F)(F)F)CC1,-1,-5,-4,-1,-5,-1,0.7,3,-5,-2.9
COc1ccc(-c2cnc(N)nc2-c2ccc(OC)cc2)cc1,1,-7,-25,3,0,-4,2.8,2,-2,/
COc1ccc(-c2cc(=O)oc3cc(OCC(=O)N(C)C)ccc23)cc1,-4,0,-24,-9,-1,-2,1.7,3,-5,-3.1
CCC(=O)Nc1ccc(C(=O)CSc2nnc(CNc3ccc(Cl)cc3)o2)cc1OC,-3,3,-44,1,2,1,-0.1,-3,0,-3.1

# Shown as a hit in CAL PDZ FP-1, of those listed so far:
compound	PKA-R2B act	cardiac RTF act	SR-BI DiI-HDL act	Rtt109 HAT inh	DAGLB inh	CAL PDZ FP-1	C-LANA FP	Keap1 Nrf2 FP	CAL PDZ FP-2
CN(C)/N=C/C=C1\CC/C(=C\c2ccc(Br)cc2)C1=O	-2	1	7	-9	7	49*	-0.4	-10	-0.6

# Next part:
SMILES,PKA-R2B act,cardiac RTF act,SR-BI DiI-HDL act,Rtt109 HAT inh,DAGLB inh,CAL PDZ FP-1,C-LANA FP,RTF Ca sens inh,Keap1 Nrf2 FP,CAL PDZ FP-2
NC(=O)c1ccc(NC(=O)COC(=O)CCc2ccc(S(=O)(=O)N3CCCCC3)cc2)cc1,-5,0,/,-2,-1,-4,0.9,3,-3,-4.1
C[N+](C)(C)CCOP(=O)(O)OP(=O)([O-])OC[C@H]1O[C@@H](n2ccc(N)nc2=O)[C@H](O)[C@@H]1O,16,1,19,3,4,-1,0.0,-16,-1,-0.9
Cc1ccc(CNC(=O)C2CCN(S(=O)(=O)c3cccc4nonc34)CC2)cc1,-12,8,5,-6,-1,1,0.5,-16,-1,-1.3
NC(=O)CSc1nnc(-c2cccc(S(=O)(=O)N3CCCCC3)c2)o1,-3,-2,/,2,-1,-4,-1.2,-5,3,-0.2
CC1CCc2c(sc3ncnc(SC(C)C(=O)NCC4CCCO4)c23)C1 (stereo not drawn),-5,-3,-56,-2,-4,-1,-0.1,-7,-4,-2.2
COc1ccc(NC(=O)COc2ccc(-c3nn(C)c(=O)c4ccccc34)cc2)cc1,8,-4,-12,-3,-1,-1,0.6,7,-2,0.1
COc1ccccc1NC(=O)CCNC(=O)Cn1ccc2ccccc2c1=O,2,-2,0,1,1,-2,0.0,0,2,0.1
COCCn1c(-c2ccccc2)cnc1SCC(=O)Nc1cccc2ccccc12,-5,-3,1,5,-3,-3,0.3,4,-2,0.8
Nc1nc2nonc2nc1N1CCCCC1,-8,1,15,1,0,/,5.6,-8,0,0.4
COCCCNC(=O)CNC(=S)N(Cc1ccccc1)Cc1cccnc1,3,-4,7,3,1,2,-0.4,6,-1,-1.5
CCN1C(=O)/C(=C/N2CC(C)CC(C)C2)SC1=S (stereo not drawn),-1,0,10,-18,6,1,-0.8,-13,0,-1.5
COc1cc(/C=C(\C#N)C(=O)Nc2cccc(C(=O)O)c2)ccc1OCc1ccc(F)cc1,-10,-4,-11,23,2,-12,-0.7,0,-3,-3.4

# Source: PubChem (several laboratories)
